# NOD2 RIPK2 PPI = NOD2-RIPK2 protein interaction inhibition; O43353; CHO BLA complementation NOD2-RIPK2, CCF4 ratio; actives 0.38% (n = 360,000); inhibition, % at 4.98 µM; AID 624267; in the data active means inhibition above about 21%;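 further: 0% = vehicle only and 100% = reference blocker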
# MC4R barr agon = agonists of human melanocortin 4 receptor (MC4R) beta-arrestin | P32245 | U2OS MC4R beta-arrestin complementation, luminescence; percent of melanotan II response, DMSO zero | activation, % at 8.9 µM | actives 0.98% (n = 360,000) | AID 540308;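 active means activation above a per-plate cutoff, the mean activation of sample wells on that plate plus 3 SD, cut at about 8% in these data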
# MC4R antagonist = antagonists of human melanocortin 4 receptor (MC4R); P32245; MC4R-expressing cells, MTII-stimulated cAMP, LANCE TR-FRET; inhibition, % at 6.5 µM; actives 0.48% (n = 360,000); AID 540295;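 active means inhibition above its plate's cutoff, the mean of tested wells on that plate plus 3 SD, cut at about 29% in these data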;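 further: 0% = Melanotan II alone and 100% = Melanotan II plus saturating MCL0020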
#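 Material: human MC4R-expressing U2OS cells. Probe or stimulus: Melanotan II challenge. Dosing: 6.5 µM single dose. Times: 30-min compound, 1-h challenge, 1-h detection, room temperature. Technique: TR-FRET with Eu-cAMP and labeled anti-cAMP, 671 nm. Replication: singlicate.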
# ABCB6 inh MLPCN = inhibitors of human ABC transporter ABCB6; actives 0.19% (n = 360,000); fluorescence ratio to DMSO, % at 10 µM; K562-ABCB6 porphyrin accumulation, flow cytometry, 1 h; active compounds read low; Q9NP58;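 active means fluorescence ratio to DMSO below 75%, the collection mean minus 3 SD; inconclusive means too few cells collected in the well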;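 further: signal is porphyrin accumulated inside mitochondria; 100% equals median channel fluorescence of DMSO control wells; lower ratio means ABCB6 inhibition with less porphyrin fluorescence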
# Vif imaging = HIV Vif inhibition. HEK293T cells, Vif self-association by quenched fluorescence, imaging, 24 h. inhibition, % at 7.49 µM. actives 0.35% (n = 340,000). AID 602346; in the data active means inhibition above about 50%, passing the limit was not always enough; inconclusive means no clear call, values can overlap the other calls; inactive means below about 31%; further: some results filed as inactive read as strong as hits
# ABHD5-PLIN5 inh = blocks binding of human ABHD5 to perilipin-5; Q00G26+Q8WTS1; Split G. princeps luciferase complementation, luminescence, 4 h; inhibition, % at 4 µM; actives 0.78% (n = 360,000); AID 602281;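 active means inhibition above the mean inhibition across every tested compound plus 3 SD, cut at about 22% in these data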;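 further: 0% = DMSO only wells and the 100% control is not disclosed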
# Target sequence (Q00G26 whole entry, looked up): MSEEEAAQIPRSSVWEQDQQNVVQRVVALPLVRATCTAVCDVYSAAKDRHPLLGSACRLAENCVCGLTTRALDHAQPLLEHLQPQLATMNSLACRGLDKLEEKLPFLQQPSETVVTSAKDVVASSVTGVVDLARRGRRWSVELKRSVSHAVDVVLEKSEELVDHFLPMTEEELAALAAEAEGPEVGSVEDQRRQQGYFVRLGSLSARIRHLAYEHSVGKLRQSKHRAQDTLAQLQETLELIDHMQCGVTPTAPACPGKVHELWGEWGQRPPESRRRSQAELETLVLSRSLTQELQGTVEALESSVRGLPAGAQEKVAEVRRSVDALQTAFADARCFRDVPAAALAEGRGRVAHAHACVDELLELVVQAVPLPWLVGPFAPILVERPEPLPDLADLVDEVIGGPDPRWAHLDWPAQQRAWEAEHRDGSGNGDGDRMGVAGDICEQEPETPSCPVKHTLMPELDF
# Target sequence (Q8WTS1 whole entry, looked up): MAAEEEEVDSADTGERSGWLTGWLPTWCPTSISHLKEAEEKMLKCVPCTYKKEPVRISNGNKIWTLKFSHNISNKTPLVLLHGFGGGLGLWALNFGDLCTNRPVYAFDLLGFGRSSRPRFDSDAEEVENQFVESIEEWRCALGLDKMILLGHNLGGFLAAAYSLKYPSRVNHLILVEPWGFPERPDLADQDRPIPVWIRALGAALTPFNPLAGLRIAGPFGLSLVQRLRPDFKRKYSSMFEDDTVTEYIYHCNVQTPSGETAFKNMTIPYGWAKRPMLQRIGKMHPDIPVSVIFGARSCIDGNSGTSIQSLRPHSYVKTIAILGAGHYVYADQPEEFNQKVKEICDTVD
# TLR9-MyD88 block = TLR9-MyD88 interaction inhibition; inhibition, % at 4.98 µM; CHO BLA complementation TLR9-MyD88, CCF4 FRET ratio; AID 504734; actives 0.21% (n = 340,000);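 active means inhibition above the mean over all tested compounds plus 3 SD, cut at about 21% in these data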;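 further: 0% = DMSO only wells and 100% = clavulanate BLA inhibitor control wells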
# Glyco luc inh = N-linked glycosylation inhibition | actives 0.23% (n = 360,000) | reporter increase, % at 12.5 µM | AID 588692 | D54 ERlucT glycosylation luciferase reporter, 24 h; percent of 100 nM tunicamycin response;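 active means mean luciferase reporter signal, scaled so untreated is 0 and the glycosylation-blocking control 100, at or above a set limit in every replicate; inconclusive means mean reaches the limit but not every replicate does; inactive means mean below the limit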;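 further: luciferase carries N-glycosylation sites so blocking glycosylation raises the light; 0% = median of neutral control wells and 100% = median of 100 nM tunicamycin wells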
# aDG glyco act = increases alpha dystroglycan glycosylation; actives 0.22% (n = 360,000); activation, % at 10 µM; AID 624168; Pro5-aDG cells, alpha-DG glycosylation AlphaScreen (IIH6); 0% Pro5, 100% B10-LARGE cell signal;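 active means activation of at least 8% versus controls, or a plate z-score of at least 8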;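 further: Pro5 are CHO cells carrying HIG-tagged alpha-DG that lacks glycosylation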
# Granule exo inh = lytic granule exocytosis inhibition; TALL-104 LAMP-1 surface exposure, flow cytometry; cells stimulated with thapsigargin and PMA; inhibition, % at 10 µM; actives 0.66% (n = 360,000); AID 651702;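 active means inhibition above about 55%, limit read from the data; inconclusive means no clear call, values can overlap the other calls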
# Numbers without * were called inactive; ? = inconclusive; · = not tested or not shown. Not all compounds are listed; count on the stated rates, not on these rows.
aDG glyco act,MC4R antagonist,MC4R barr agon,ABCB6 inh MLPCN,Vif imaging,Glyco luc inh,Granule exo inh,ABHD5-PLIN5 inh,NOD2 RIPK2 PPI,TLR9-MyD88 block,smiles
-0.1,-0.6,-1.9,102.0,-15.6,0.4,-0.9,-6.9,-2.6,12.6,Cc1ccc(NC(=O)C2CC=CCC2C(=O)N2CCCCC2)cc1 (stereo not given)
0.1,5.5,1.8,108.0,-2.7,-1.7,-2.0,-3.8,-10.4,-6.0,COc1ccc([C@H]2C[C@@H](n3cc(COC(=O)c4ccccc4)nn3)[C@H](O)CN2C(=O)c2cccs2)cc1
0.2,1.0,-3.7,94.0,17.2,0.6,0.9,-19.5,3.4,2.2,COc1cc(CC(=O)OCC(=O)N(C)C2CCCCC2)cc(OC)c1OC
-0.1,11.1,-2.7,102.0,5.0,-1.4,-30.3,-0.4,-15.0,-19.2,COc1ccc2cc(CCNC(=O)c3ccc(S(=O)(=O)N4CCCC4)cc3)c(=O)[nH]c2c1
-0.2,10.0,-0.9,93.0,9.8,0.2,1.1,1.9,0.4,0.6,CC1CN(Cc2nc3c(c(=O)n(C)c(=O)n3C)n2CC(=O)c2ccccc2)CC(C)O1 (stereo not given)
0.4,-2.5,0.8,103.0,?,0.0,7.9,2.9,-3.8,-1.8,CCOC(=O)c1cc(CNC(=O)c2c(C)oc3c2CCCC3)c(C)o1
-0.3,4.7,1.1,100.0,1.0,-0.4,5.7,-2.6,-7.0,·,CCCS(=O)(=O)NC(=O)C1(C)CCN(C(=O)c2cc(OC)c(OC)c(OC)c2)C1 (stereo not given)
-0.3,6.9,-1.0,96.0,-3.4,0.9,0.3,1.0,1.7,-9.2,CCN(C(=O)CSC1=Nc2ccccc2C2CC=NN12)C1CCS(=O)(=O)C1 (stereo not given)
-0.1,13.1,-0.1,93.0,-8.3,0.1,-6.7,-5.4,-1.1,2.1,COc1cccc(/C=N/N2CCN(c3ccc(Cl)cc3)CC2)c1OC
0.3,1.9,-1.5,100.0,6.9,2.1,1.5,-0.6,5.9,-5.0,CCOc1ncccc1-c1nc(-c2cccs2)no1
-0.3,-0.6,-1.4,85.0,-1.1,-2.9,0.4,4.1,-0.3,7.0,CCOC(=O)N1CCN(C(=O)C2CC(c3cc(OC)ccc3OC)=NO2)CC1 (stereo not given)
0.1,8.6,-1.1,96.0,?,-3.0,83.8*,-12.2,-6.8,6.6,Cc1c(Cl)cccc1NC(=S)NCCc1ccc(F)cc1
-0.1,18.3,-2.7,100.0,-1.5,0.2,1.0,2.5,2.5,-1.1,Cc1ccccc1NC(=O)CCC(=O)OCC(=O)c1cccc([N+](=O)[O-])c1
0.0,4.9,-0.8,102.0,·,0.9,1.2,1.3,2.7,-1.3,O=C(CN(Cc1ccc2c(c1)OCO2)C(=O)CSc1nc2ccccc2o1)NC1CCCCC1
-0.2,6.7,-1.1,88.0,·,-1.1,4.0,-0.5,-6.3,6.3,COCCCn1c(Cc2csc(Nc3ccc(F)cc3)n2)nnc1SCC(N)=O

# Single records, as listed above:
# CCN(C(=O)CSC1=Nc2ccccc2C2CC=NN12)C1CCS(=O)(=O)C1 (stereo not given) as listed: aDG glyco act: -0.3; MC4R antagonist: 6.9; MC4R barr agon: -1.0; ABCB6 inh MLPCN: 96.0; Vif imaging: -3.4; Glyco luc inh: 0.9; Granule exo inh: 0.3; ABHD5-PLIN5 inh: 1.0; NOD2 RIPK2 PPI: 1.7; TLR9-MyD88 block: -9.2
# CCOC(=O)N1CCN(C(=O)C2CC(c3cc(OC)ccc3OC)=NO2)CC1 (stereo not given) as listed: aDG glyco act: -0.3; MC4R antagonist: -0.6; MC4R barr agon: -1.4; ABCB6 inh MLPCN: 85.0; Vif imaging: -1.1; Glyco luc inh: -2.9; Granule exo inh: 0.4; ABHD5-PLIN5 inh: 4.1; NOD2 RIPK2 PPI: -0.3; TLR9-MyD88 block: 7.0

# (more compounds)
aDG glyco act,MC4R antagonist,MC4R barr agon,ABCB6 inh MLPCN,Vif imaging,Glyco luc inh,Granule exo inh,ABHD5-PLIN5 inh,NOD2 RIPK2 PPI,TLR9-MyD88 block,smiles
0.1,3.1,-1.7,96.0,0.0,1.6,4.0,2.7,-3.6,-1.5,O=C(O)c1ccc(CNCc2cccc(OCc3ccc(F)cc3)c2)cc1
-0.1,12.0,1.4,101.0,16.1,0.1,-1.7,-3.4,-12.3,-10.0,Cc1ccc(S(=O)(=O)Nc2ccccc2C(=O)N2CCOCC2)cc1
1.0,23.0,-2.0,113.0,10.6,2.5,-0.4,-24.8,-13.6,1.9,Cc1ccc(NC(=S)Nc2cccc3cnccc23)cc1
0.2,23.5,0.0,100.0,0.6,-2.4,7.6,-2.9,-1.2,-19.1,Cn1ccs/c1=N\C(=O)Nc1cccc(Cl)c1
0.0,12.2,0.5,99.0,1.2,-4.4,-4.1,3.7,-9.7,-1.2,O=C(Nc1ccn(CCCNC2CCN(Cc3ccccc3)CC2)c(=O)n1)OCc1ccccc1
-0.3,-4.0,-1.3,94.0,1.3,3.2,-1.6,-1.0,-3.4,-4.2,Cc1ccc2c(c1)C=CC(C)(C)S2(=O)=O
0.2,8.0,-2.2,98.0,1.5,0.5,4.4,1.3,-13.9,-18.6,O=C(OCc1ccccc1)N1C=CC2CC1c1c(Cl)cccc12 (stereo not given)
0.2,-0.2,-1.7,102.0,9.0,1.4,4.4,-7.2,-1.1,-1.6,O=c1c(-c2ccc(F)cc2)[n+]([O-])c2ccccc2n1OCc1ccccn1
0.1,6.0,0.1,97.0,-0.6,0.5,1.5,-6.2,0.5,0.4,Cc1ccc(NC(=O)CCn2nc(C)cc2C)cc1
0.0,7.9,-1.4,95.0,-3.3,-1.5,6.1,0.5,4.6,-9.0,O=C(Nc1ccccc1)Nc1ccc(Oc2cccnc2)nc1
-0.1,17.6,0.7,100.0,·,-2.3,-2.0,2.3,-6.7,1.1,O=C(CCc1ccccc1)Nc1cc(C(F)(F)F)ccc1Cl
-0.2,3.1,-1.1,90.0,29.2,0.2,17.9,-4.9,2.6,6.4,CC(=O)Nc1ccc(S(=O)(=O)N(C)CC(=O)NC2=NCCS2)cc1
-0.3,13.0,-3.3,136.0,·,1.9,-2.2,2.2,-2.8,-4.0,Cc1ccccc1N1C(=O)CC(c2c[nH]c3ccccc23)C1=O (stereo not given)
-0.1,-4.3,15.8*,100.0,-16.3,-0.5,-6.6,2.4,-9.8,-12.8,Cc1ccc(C(=O)N/C(N)=N/c2nc3ccccc3o2)cc1
0.2,·,·,97.0,·,·,1.5,0.0,-8.1,·,CC(C)(C)n1nnnc1C(c1ccccc1)N1CCN(c2ccccn2)CC1 (stereo not given)
0.0,-3.9,-0.5,96.0,-8.0,1.6,-7.6,5.4,-15.5,0.5,COc1cc2c(cc1OC)-c1cc(Nc3cccc(F)c3)nc(=O)n1CC2
-0.2,-3.1,-2.9,91.0,-8.3,0.9,19.4,-9.1,-3.9,1.4,O=C(COC(=O)CNS(=O)(=O)c1ccc(F)c(F)c1F)NC1CC1
-0.1,0.4,2.2,97.0,-2.2,-1.5,0.2,-6.2,-4.4,-5.2,Cc1ccnc(NS(=O)(=O)c2ccc(NC(=O)CCc3ccccc3)cc2)n1
-0.2,14.0,-1.3,104.0,-3.5,0.8,-0.5,2.4,-19.2,-14.2,CCOc1ccc(NC(=O)NCCCN2CCCC2)cc1
-0.2,4.1,4.6,94.0,-3.7,1.4,0.1,-7.5,3.1,-12.6,Nc1nc(CN2CCN(c3cccc(Cl)c3)CC2)nc(N2CCCc3ccccc32)n1
0.0,16.3,-0.7,97.0,-9.5,-1.6,1.5,-9.8,2.8,-10.9,CCCCCC1=C(C(=O)OC)C(C(=O)OCC)N(S(=O)(=O)C(F)(F)F)c2ccccc21 (stereo not given)
-0.1,-2.7,-3.3,100.0,-0.6,0.8,-3.9,1.1,-3.6,5.6,O=C(Nc1ccccc1)c1ccc2snnc2c1
-0.2,10.5,0.8,98.0,-13.7,4.6,10.1,2.2,5.8,0.7,CN(C)S(=O)(=O)c1cccc(NC(=O)CN2C(=O)C3C4C=CC(C4)C3C2=O)c1 (stereo not given)
0.0,1.4,-2.0,90.0,-6.0,0.1,-2.8,1.0,0.6,-3.4,COc1ccc(C(C)(C)C)cc1NC(=O)CCCN1C(=O)CN(C)C1=O
0.7,2.9,-1.5,93.0,0.4,3.0,103.1*,-4.0,3.7,-5.4,Cc1ccc(-c2ccc(/C=N/NC(N)=S)o2)cc1
0.1,2.4,0.0,90.0,-1.9,-0.5,-1.2,-1.8,-9.2,-2.2,Cc1ccccc1N(CC(=O)N1CCc2ccccc2C1)S(C)(=O)=O
-0.1,-2.3,1.4,96.0,·,1.7,-4.5,-2.2,-3.8,·,O=C(Nc1ccc(Cl)cc1)C1Cc2c(-c3ccc4c(c3)OCO4)ccnc2O1 (stereo not given)
-0.1,·,·,·,·,·,4.1,-1.1,-6.1,·,O=C(C(=O)N1CCN(C(=O)c2ccco2)CC1)c1ccccc1
0.0,1.2,0.5,87.0,-6.5,-3.4,-1.0,-1.1,-7.2,-11.0,CCOc1nc(-c2ccc(C)cc2)ccc1-c1noc(COC)n1
0.1,-7.3,1.7,100.0,·,1.8,-3.0,5.4,-3.9,-9.5,CCOC(=O)CCC1(C(=O)OC)C(=O)CCCCCC=C1C(=O)OC (stereo not given)
0.6,-2.3,0.3,89.0,1.1,-0.3,2.6,5.7,-4.1,6.2,O=C(Nc1ccc(O)c2c(=O)cc(-c3ccccc3Cl)oc12)c1cccc(Cl)c1
-0.5,3.0,1.1,79.0,0.5,1.5,0.6,5.7,0.7,7.9,O=C1c2ccccc2C(=O)N1CC1c2ccccc2CCN1S(=O)(=O)c1cnc[nH]1 (stereo not given)
-0.2,12.2,0.5,100.0,7.2,0.6,-4.2,-5.9,-5.9,·,CC1(C(=O)NS(=O)(=O)c2ccc(F)cc2F)CCN1C(=O)c1cccc(F)c1 (stereo not given)
-0.3,2.2,0.9,110.0,-2.3,2.1,4.3,6.5,2.0,-5.2,CCN1CCC[C@H]1CNC(=O)c1c(O)c(Cl)cc(Cl)c1OC
-0.3,3.6,0.5,99.0,13.0,31.5*,1.7,-8.4,-1.7,·,COCCCNC(=O)c1cccc2c(-c3ccc(O)c(OC)c3)coc12
0.0,2.2,0.5,93.0,8.2,1.1,-0.2,-3.1,-7.9,-4.8,C/C(=N\Nc1ccc(F)cc1F)c1ccccc1O
-0.1,5.5,-0.6,95.0,4.1,0.7,-3.8,-2.5,-7.7,-1.9,CCNC(=O)CCC(=O)Nc1cc(Cl)ccc1C
